Compound activity as filed in PubChem.
Ins promoter up – insulin promoter activators in MIN6 cells, imaging, high-content screening, mouse beta cells; z-score at 5 µM; MIN6 insulin promoter-GFP reporter; hits give high values; AID 1625, 2009; 190,000 tested, 0.3% active;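 active = z-score above 3 at 5 µM with at least 500 cells counted in the well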
M1AAP inhibition – P. falciparum M1AAP inhibitors, biochemical, fluorogenic H-Leu-NHMec substrate, 1536-well (AID 1445). 220,000 tested, 0.42% active. Aminopeptidase N (Plasmodium falciparum (isolate 3D7)). recombinant M1AAP, H-Leu-NHMec fluorogenic kinetic assay; higher % means a stronger effect. inhibition, % at 30 µM, or IC50 in µM where a hit was titrated;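 active = primary inhibition above the hit cutoff, then over 50% inhibition at one or more dose response concentrations, cut at about 23% in these data, passing the limit was not always enough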;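 also: plate controls were DMSO full reaction for no effect and no enzyme background for full effect; strong numbers were not always called active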
Dynein transport – inhibitors of GR-EGFP nuclear translocation, primary screen, dynein cargo transport inhibitor project, imaging, high-content, 3617.4 mouse cells | test concentration mostly 20 µM; stimulated with dexamethasone, 1 µM; hits give low values | 220,000 tested, 0.47% active | z-score, hits read low;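 active = plate z-score of nuclear minus cytoplasmic receptor signal below a set negative limit, without overly bright fluorescence or cell loss, cut at about -3.5 in these data, passing the limit was not always enough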;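 also: z-score of nuclear minus cytoplasmic ring GR-EGFP intensity difference per well; some compounds called inactive have numbers as strong as hits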
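medium = tetracycline-free induction medium containing charcoal-stripped FBS | also added = 1.0 µM final dexamethasone stimulus | schedule = 48 h induction, 1 h compound, 30 min dex at 37 °C | technique = fixed, Hoechst-stained cells imaged at 10x for EGFP | measure = GR-EGFP nuclear translocation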
Yfh1-off respiration – enhancers of respiration in Yfh1-depleted yeast, dose response, Friedreich's ataxia, plus single-dose screen (AID 1465); S. cerevisiae Yfh1-off respiration, WST-1 reduction, 72 h; higher fold induction means a stronger effect; one-dose fold induction at 50 µM; EC50 in µM for titrated hits; 220,000 tested, 0.074% active;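 active = fold induction of absorbance versus untreated yeast above a set limit, then at least 30% activation at any dose in follow-up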;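 also: activators that raise dye reduction in frataxin-depleted yeast; strong numbers were not always called active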
M17LAP inhibition – P. falciparum M17LAP inhibitors, primary screen, biochemical, fluorogenic H-Leu-NHMec substrate, 1536-well (AID 1619). recombinant M17LAP, H-Leu-NHMec fluorogenic kinetic assay; higher % means a stronger effect. one-dose inhibition, % at 30 µM; IC50 in µM for titrated hits. 220,000 tested, 0.38% active;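 active = compound inhibiting the enzyme by more than half at any dose during confirmatory dose-response retesting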;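 also: plate controls were full reaction with DMSO carrier for no effect and no enzyme background for full effect; strong numbers were not always called active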
Autophagy mod – autophagy modulators in MEF cells, primary screen, imaging, high-content, MEF GFP-LC3 | MEF GFP-LC3 puncta imaging; test concentration mostly 10 µM | calls only at 10 µM (by protocol) | 190,000 tested, 0.98% active;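 active = percentage of spot-positive cells more than 3 SD above its plate mean, without a fluorescence outlier flag or 80% toxicity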;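 also: spot-positive cell cutoff set from DMSO-treated cells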
Lipid droplet – inhibitors of hepatocyte lipid droplet formation, primary screen, imaging, high-throughput imaging, BODIPY stain; AML12 mouse hepatocytes, oleate lipid droplets; inhibition, % at 6.5 µM; 240,000 tested, 0.4% active; AID 1656, 2009;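 active = lipid droplet intensity inhibited by at least 50%, with more than 500 cells counted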
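System: AML12 hepatocytes (mouse). Probe or stimulus: oleic acid at 100 µM to induce lipid droplet formation. Times: overnight treatment with compound plus oleate. Detection: Image-based BODIPY and DAPI two-channel analysis. Evaluation: percent inhibition of filter-corrected integrated lipid droplet intensity per well.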
ER stress rescue – rescue of cells from ER stress-induced death, primary screen, 384-well, CSM14.1, thapsigargin, ATP luminescence (AID 1222) | 190,000 tested, under 10 active | cellular ATP content (survival), % at 20 µM; hits with a dose series show EC50 in µM | CSM14.1 thapsigargin-induced death rescue, ATP luminescence; higher % means a stronger effect;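 active = EC50 below 50 µM in the dose-response confirmation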;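 also: death triggered by thapsigargin at about 15 µM added after 2 h compound pretreatment; cell ATP read after overnight thapsigargin exposure of roughly 18 to 22 hours; normalized against plate controls of thapsigargin alone and 5% DMSO vehicle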
MT stabilize HCS – microtubule stabilizers in HeLa cells, primary screen, imaging, high-content imaging; HeLa tubulin immunostaining HCS, 24 h; share of cells brighter than vehicle mean+2SD; % tubulin-high responders, % at 10 µM; 200,000 tested, 0.83% active;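 active = plate Z-score above 3 for both tubulin-high and condensed-nucleus cell shares, with cell loss under 80%, at 10 µM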;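 also: anti alpha tubulin signal scored within the nucleus-defined area of each cell; some results filed as inactive read as strong as hits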
Dynein transport cytoplasmic EGFP – further read-out of Dynein transport, marked with its call; z-score; measured here: cytoplasmic GR-EGFP intensity; hits give high values
Dynein transport nuclear GR-EGFP – second read-out of Dynein transport, no call of its own (marks repeat the call); z-score; measured here: nuclear GR-EGFP intensity;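 lower value marks the stronger effect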
Dynein transport cell count – second read-out of Dynein transport, no call of its own (marks repeat the call); z-score; measured here: cell count per field
Ins promoter up cell count – also measured in Ins promoter up; calls as there; cell count; measured here: cytotoxicity, nuclei count;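 total cells summed across four imaged fields per well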
Lipid droplet cells 6.5 µM – further read-out of Lipid droplet, marked with its call; cell count; measured here: cell count, cytotoxicity flag;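 cells counted across two imaged fields per well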
MT stabilize HCS Hoechst-high % – recorded beside MT stabilize HCS, whose call it bears; % Hoechst-high responders; measured here: nuclear condensation Hoechst responders;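 share of cells brighter than vehicle mean plus two SD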
MT stabilize HCS cytotoxicity % – also measured in MT stabilize HCS; calls as there; toxicity, %; measured here: cytotoxicity by cell density;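 0% = mean cell density of plate MIN control wells and 100% = no cells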
Autophagy mod cell loss 18 h – further read-out of Autophagy mod, marked with its call; toxicity, %; measured here: cell loss, nuclei count;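 cell loss after 18 h compound exposure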
Numbers without * were called inactive; i = inactive; . = not tested or not shown.

SMILES	Ins promoter up	Ins promoter up cell count	M1AAP inhibition	Dynein transport	Dynein transport cytoplasmic EGFP	Dynein transport nuclear GR-EGFP	Dynein transport cell count	Yfh1-off respiration	M17LAP inhibition	Autophagy mod	Autophagy mod cell loss 18 h	Lipid droplet	Lipid droplet cells 6.5 µM	ER stress rescue	MT stabilize HCS	MT stabilize HCS Hoechst-high %	MT stabilize HCS cytotoxicity %
O=C(COc1ccc([N+](=O)[O-])cc1)Nc1ccc(C(=O)Nc2ccccc2C(=O)O)cc1	-0.3	1458	.	0.071	-0.15	0.59	-0.82	i	.	i	2	0	707	-3.9%	1.4	1.8	0.5
CCOC(=O)c1c(N)nn(C(=O)C(C)(C)C)c1-c1ccccc1	.	.	1%	-0.23	-0.23	-0.3	0.6	i	-2%	i	-2	21	740	-1.6%	4.2	1.6	6.1
O=C(N/N=C/c1cccnc1)c1ccccc1OCc1ccc(Cl)cc1	-0.91	1199	-4%	0.23	-0.28	0.25	-0.73	i	17%	i	8	-23	677	-1.0%	4.7	8.7	9.2
O=C(OCC(O)COC(=O)c1cccnc1)c1cccnc1	-0.23	1144	-5%	0.56	-0.29	-0.15	0.33	i	0%	.	.	-3	551	.	.	.	.
O=C(CSc1nc2c(c(=O)n1-c1ccc(F)cc1)SCC2)Nc1ccc2c(c1)OCO2	.	.	.	3.4	0.38	3.2	-2.5	i	.	i	8	.	.	.	4.2	2.9	29
O=C(CCN1C(=O)c2ccccc2C1=O)NC1=NCCS1	0.11	1845	-2%	0.084	-0.32	0.09	0.04	i	2%	i	-12	0	752	-2.8%	6.1	3.4	9.9
O=C(N/N=C/c1ccc(-c2ccc([N+](=O)[O-])cc2)o1)C(O)c1ccccc1 (centres undefined)	-0.29	1451	18%	-0.59	-0.044	0.034	0.61	i	9%	i	29	12	765	0.9%	7.7	3.7	7.3
CN1C(=O)CC(N2CCN(c3ncccn3)CC2)C1=O (centres undefined)	0.46	1370	3%	-0.42	-0.2	-0.28	0.44	i	-10%	i	1	.	.	-0.3%	1.5	1.0	6.7
Oc1c(C(c2ccccc2)N2CCc3ccccc3C2)sc2ncnn12 (centres undefined)	0.69	1110	4%	-0.36	-0.22	-0.11	0.066	i	42%	.	.	8	787	-1.8%	5.7	2.8	11
O=C(NCc1ccccn1)c1nn(-c2ccccc2)c(=O)c2ccccc12	0.07	1190	8%	0.65	-0.31	0.72	0.23	i	5%	i	-2	16	715	1.3%	4.4	3.1	8.0
O=C(NCCN1CCOCC1)c1c(F)c(F)c(F)c(F)c1F	.	.	3%	-0.39	-0.23	-0.38	-0.75	i	-10%	i	-5	-3	647	-1.0%	2.8	1.7	4.7
CCOC(=O)N1CCN(S(=O)(=O)c2cc(Br)cc3c2N(C(=O)C2CC2)CC3)CC1	-0.05	1868	-2%	-1.6	-0.17	-0.53	0.17	.	-4%	i	12	-7	677	-2.7%	4.0	2.6	14
O=S(=O)(c1ccc2ccccc2c1)N1CCC(c2nc(-c3ccncc3)no2)CC1	-1.4	985	1%	-0.71	-0.23	-0.83	0.42	i	4%	i	5	0	706	-1.4%	2.7	2.5	6.0
CCc1nc(C)ccc1OCC(=O)O	0.06	1319	1%	-0.6	-0.28	-0.11	1.4	i	2%	i	-8	-13	699	.	2.5	1.5	4.6
O=C1CN(C(=O)COC(=O)CCCOc2ccccc2)c2ccccc2N1	0.28	1063	1%	-0.11	-0.15	-0.35	1	i	4%	i	2	8	678	-1.5%	2.0	0.9	1.3
Cc1cc(C(=O)CCC(=O)N2CCN(c3ccccc3F)CC2)c(C)s1	0.44	1096	3%	-0.92	-0.26	-0.093	0.7	i	0%	i	-5	-10	695	-0.3%	0.2	4.0	8.6
COc1ccc(-c2cc3nc(C)c(CCC(=O)N4CCN(c5ccccn5)CC4)c(C)n3n2)c(OC)c1	0.27	1277	7%	-0.49	-0.28	-0.17	0.3	i	-5%	i	-20	7	691	4.8%	3.3	2.3	3.7
Cc1ccc(NC(=O)C2CCCCC2C(=O)O)cc1C (centres undefined)	.	.	3%	-1.7	-0.26	-0.82	1	i	17%	.	.	-4	738	.	.	.	.
CCOC(=O)N1CCN(c2cc(N3CCOCC3)c(F)cc2[N+](=O)[O-])CC1	-0.8	1486	11%	-0.39	-0.17	0.19	0.025	i	6%	i	31	-5	694	2.4%	1.4	1.1	6.7
Cc1c(NC(=S)/C=C2\N(C)c3ccccc3C2(C)C)c(=O)n(-c2ccccc2)n1C	-0.86	1518	4%	-0.48	-0.2	-0.9	0.39	i	26%	i	0	.	.	3.0%	1.8	1.7	11
O=C(NNc1cccc(Cl)n1)Nc1ccccc1	.	.	0%	-0.18	-0.23	-0.39	0.38	i	0%	i	-3	.	.	0.4%	1.6	1.4	4.9
N#Cc1c(-c2ccc(Cl)cc2)c(C#N)c(=O)n(N)c1N	-0.21	1395	5%	0.12	-0.23	0.53	-0.96	i	13%	i	-22	-2	685	-2.1%	3.6	3.2	7.1
CC(C)OC(=O)CSc1nnc(-c2ccco2)n1N	2.3	1216	-1%	-0.041	-0.24	-0.17	0.8	.	7%	i	-5	2	721	-0.7%	2.9	1.5	1.9
COc1ccc(NS(=O)(=O)c2cc(NC(=O)Cn3cnc4c3c(=O)n(C)c(=O)n4C)ccc2C)cc1	0.38	1532	-1%	1.1	-0.29	1.3	-1.5	i	-4%	i	7	13	708	-1.7%	7.4	3.7	4.8
COc1cc(/C=C/C(=O)c2ccccc2O)cc(OC)c1OC	0.37	990	-3%	-3.2	0.6	-1.6	0.3	i	-9%	i	-6	4	734	-1.4%	3.1	3.3	5.6

More entries.
SMILES	Ins promoter up	Ins promoter up cell count	M1AAP inhibition	Dynein transport	Dynein transport cytoplasmic EGFP	Dynein transport nuclear GR-EGFP	Dynein transport cell count	Yfh1-off respiration	M17LAP inhibition	Autophagy mod	Autophagy mod cell loss 18 h	Lipid droplet	Lipid droplet cells 6.5 µM	ER stress rescue	MT stabilize HCS	MT stabilize HCS Hoechst-high %	MT stabilize HCS cytotoxicity %
COc1cc(/C=C/C(C)=O)cc(OC)c1OC	1.6	661	3%	-2.4	0.64	-1.1	0.22	i	12%	i	6	-4	775	1.9%	1.1	2.1	0.7
CC(=O)N(C)C1=C(O)c2ccccc2C(=O)C1=O	0.96	1730	10%	0.57	-0.13	1.1	-0.11	i	-4%	i	-33	.	.	-2.2%	2.5	1.4	8.4
CC1CC(=O)Nc2ccccc2N1S(=O)(=O)c1ccc(Br)cc1 (centres undefined)	-0.3	1851	-2%	-0.25	-0.17	-0.4	0.33	i	3%	i	-4	4	650	-1.3%	1.1	1.6	9.1
CC(C)(C)c1ccc(O)c(N=Cc2cc(Br)ccc2O)c1	0.55	1432	13%	0.43	-0.12	0.14	-0.55	i	-21%	i	-5	23	706	0.3%	2.5	2.1	0.3
Cc1ccccc1CN(C)C(C)C(=O)Nc1ccccc1F (centres undefined)	-0.04	1296	8%	1	-0.28	1.5	-1.5	i	3%	i	14	-16	670	.	1.7	1.3	7.2
S=C1NCN(Cc2cccnc2)CN1	.	.	4%	0.18	-0.18	-0.1	-0.33	i	5%	.	.	4	702	.	.	.	.
O=C(CN1CCSC1=NCc1ccccc1)c1ccc(Cl)c(Cl)c1	0.67	1449	12%	-0.38	-0.25	-0.37	0.32	i	11%	i	-22	-11	511	-1.2%	4.8	2.5	7.7
O=C1CCCc2oc3c(cc(NS(=O)(=O)c4ccc5c6c(cccc46)C(=O)N5)c4ccccc43)c21	-0.51	987	4%	-0.36	-0.21	0.23	-0.4	>100µM*	-9%	.	.	-2	713	.	.	.	.
CC(C)OCCCNC(=O)CCN1C(=O)COc2ccccc21	-0.85	1238	12%	-0.61	0.17	0.13	0.3	i	1%	i	-14	6	721	-0.5%	2.7	3.4	5.9
O=C(O)c1cc(-c2ccc(N3CCOCC3)cc2)nn1-c1ccc(F)cc1	-0.25	1473	3%	-0.13	-0.24	-0.19	-0.07	i	17%	i	1	34	672	0.4%	1.6	1.7	1.8
COc1ccc(N(CC(=O)N/N=C/c2cccs2)S(=O)(=O)c2ccccc2)cc1	-0.23	1190	1%	2.1	-0.12	1	-1.5	i	15%	i	0	6	626	-0.2%	2.3	1.6	0.3
Cc1nc(C(F)(F)F)c(C(=O)N/N=C(\N)c2cccnc2)s1	0.66	1328	-2%	-0.51	-0.39	-0.28	0.2	i	-3%	i	2	-4	676	-2.3%	4.2	2.0	7.2
C=CCNC(=O)COC(=O)c1ccc(Cl)c(S(N)(=O)=O)c1	-0.18	1610	-2%	-0.41	-0.18	-0.33	0.44	i	33%	i	16	19	736	-0.6%	2.2	2.1	4.8
COC(=O)N/N=C(\C)c1ccco1	1.3	1045	13%	-0.69	-0.052	-0.45	-0.048	i	2%	i	-10	-5	742	-1.3%	2.2	2.2	5.1
